Bioassay records (PubChem BioAssay)
PhoP GFP inhibition = PhoP regulon inhibitors, Salmonella typhi PhoP promoter GFP reporter, confirmatory (AID 1850); Salmonella Typhi PhoP-promoter GFP reporter, fluorescence, 4 h; higher % means a stronger effect; one-dose inhibition, % at 50 µM; IC50 in µM for titrated hits; hit rate 0.33% among 310,000; in the data active = a potency from the dose series; inconclusive = inhibition mostly from about 25% at the one dose, without a potency; inactive = the rest, 99 in 100 with inhibition below about 19%;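 note: 0% = induced wells with vehicle and 100% = uninduced wells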
influenza NS1A = H1N1 influenza NS1A inhibitors, functional cell based assay (AID 504329) | NS1A functional cell-based assay, percent inhibition; higher % means a stronger effect | inhibition, % at 12.5 µM; hits with a dose series show IC50 in µM | hit rate 0.3% among 340,000; in the data active = a potency from the dose series; inconclusive = inhibition above about 27% without an active follow-up result; note: strong numbers were not always called active
VEEV TC-83 Vero = inhibitors of VEEV TC-83 cytopathic effect, confirmation, Vero cells (AID 588727); Vero cells, VEEV TC-83 cytopathic effect inhibition; higher % means a stronger effect; inhibition, % at 20 µM; hits with a dose series show IC50 in µM; hit rate 0.13% among 350,000; in the data active = a potency from the dose series; inconclusive = inhibition mostly from about 14% at the one dose, without a potency; inactive = the rest, 99 in 100 with inhibition below about 12%; note: strong numbers were not always called active
tuberculosis growth = growth inhibition of non-replicating M. tuberculosis (AID 488890); one-dose inhibition, % at 25 µM; IC50 in µM for titrated hits; Mycobacterium tuberculosis non-replicating, growth inhibition; higher % means a stronger effect; hit rate 0.39% among 320,000; in the data active = a potency from the dose series; inconclusive = inhibition mostly from about 82% at the one dose, without a potency; inactive = the rest, 99 in 100 with inhibition below about 76%;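 note: plate controls were DMSO cells for no effect and high antibiotic wells for full effect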
H37Rv inhibition = M. tuberculosis growth inhibition, HTS (AID 449762); M. tuberculosis H37Rv growth inhibition, 7H9 media; higher % means a stronger effect; one-dose inhibition, % at 25 µM; IC50 in µM for titrated hits; hit rate 0.59% among 330,000; in the data active = a potency from the dose series; inconclusive = inhibition above about 70% without an active follow-up result;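 note: bacterial growth assessed after seven days of incubation; strong numbers were not always called active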
VEEV TC-83 Vero 10K pilot screen = further read-out of VEEV TC-83 Vero, marked with its call; inhibition, %; measured here: 10K pilot screen inhibition
Starred values were filed as active, the others as inactive; i = inactive; ? = inconclusive; . = not tested or not shown.

SMILES	PhoP GFP inhibition	influenza NS1A	VEEV TC-83 Vero	tuberculosis growth	H37Rv inhibition	others
CCOC(=O)c1cc(CC)sc1NC(=O)c1ccc2c(c1)OCCO2	-12%	-5%	i	38%	9%
Cc1c(/C=N\NC(=O)C2COc3ccc(C(C)(C)C)cc3O2)c2ccccc2n1C (stereo unspecified)	0%	19%	0.9%	59%	46%
CCCCON1C(=O)c2cccc3cccc(c23)C1=O	-9%	-3%	0.9%	14%	4%
COc1ccc2cc(CN(C(=O)Nc3ccccc3)C3CCCC3)c(=O)[nH]c2c1	-11%	12%	3.6%	18%	-4%	VEEV TC-83 Vero 10K pilot screen=2.3
CCCCCC1CC(CC(=O)Nc2ccc([N+](=O)[O-])cc2)C(=O)O1 (stereo unspecified)	1%	6%	0.0%	.	69%
NC1=C(Br)C(=O)c2ncccc2C1=O	.	5%	i	.	.
Cc1ccc(/C(=N\S(=O)(=O)c2ccc(Br)cc2)Nc2ccccc2C)cc1	11%	-6%	0.8%	.	4%
Cc1cccc(NC(=O)Cn2c(/C=C/c3ccccc3)nc3ccccc32)c1	-7%	-6%	4.3%	-15%	11%
NC(=O)NC(CC(=O)OCC(=O)NC(=O)NCc1ccco1)c1ccc(Cl)cc1 (stereo unspecified)	3%	0%	0.2%	-2%	-10%
CC12CCC(C(=O)N(c3ccccc3Cl)C1=O)C2(C)C (stereo unspecified)	-3%	5%	i	15%	7%
COc1ccc(C)cc1NC(=O)c1ccc(NS(=O)(=O)c2c(C)noc2C)cc1	7%	-2%	5.2%	13%	1%
CCc1cc(=O)oc2cc(OCC(=O)NCCCn3ccnc3)ccc12	-2%	9%	i	3%	0%
O=C(N/N=C/c1ccco1)c1[nH]ncc1Br	15%	8%	0.4%	22%	-1%
CC(=O)NC12CC3CC(C1)CC(C(=O)OCC(=O)c1cc(C)n(C)c1C)(C3)C2	.	-1%	i	27%	8%
COc1cccc(CN(C)C(=O)CCN(c2ccccc2)S(=O)(=O)c2ccc(C)cc2)c1OC	1%	-9%	7.8%	33%	8%
COc1ccc(NCC(=O)N/N=C2\CCCC(C)C2)cc1 (stereo unspecified)	.	-2%	0.1%	.	.
O=S(=O)(Nc1ccc(-c2cn3ccsc3n2)cc1)c1ccc2c(c1)OCCO2	-8%	7%	9.4%	16%	-12%
COCC(C)NCC(=O)NC(C)CCc1ccccc1 (stereo unspecified)	-3%	-7%	i	-4%	-2%
Cc1ccc(S(=O)(=O)N2CCCCC2)cc1NC(=O)CN1CC=C(c2ccccc2)CC1	0%	-2%	i	47%	-2%
COC(=O)c1ccc2c(=O)n(Cc3ccc(C(=O)NCCCN4CCC(C)CC4)cc3)c(=S)[nH]c2c1	3%	-5%	26%	-25%	?
COc1ccc(CN2CCNC(=O)C2CC(=O)NCCCn2nnc3ccccc32)cc1C (stereo unspecified)	4%	0%	1.3%	7%	5%
Cc1cc(C)c(C(=O)OCC(=O)Nc2cccc(S(=O)(=O)N3CCCCC3)c2)c(C)c1	6%	-15%	5.5%	5%	4%
O=C(CCCN1CCOC(c2ccccc2)C1)c1ccc(F)cc1 (stereo unspecified)	1%	3%	0.4%	54%	5%
CCc1nnc(NC(=O)CCC(=O)N2CCN(S(=O)(=O)c3cc(Cl)ccc3OC)CC2)s1	-16%	2%	i	11%	15%
O=C(NCc1cccc(Cl)c1)c1cccnc1	-3%	3%	0.3%	27%	-9%
O=C(Nn1c(C2CCCCC2)nc2ccccc2c1=O)c1ccc([N+](=O)[O-])cc1Cl	-9%	7%	1.1%	-24%	14%
CC(C)CCNc1nc(N)c([N+](=O)[O-])c(NCCO)n1	-3%	0%	7.6%	-5%	0%
O=C(CCOc1ccccc1)Nc1ccc([N+](=O)[O-])cc1	1%	1%	i	69%	-5%
Cc1cc(C)c2c(N)c(C(=O)NC3CCCC3)sc2n1	5%	5%	9.2%	12%	-6%
COCCn1nnnc1C(c1ccc(OC)cc1)N1CCC(C)CC1 (stereo unspecified)	-1%	-14%	2.1%	0%	-8%

Overlap with the part before: 2 compounds, followed by the next part.
SMILES	PhoP GFP inhibition	influenza NS1A	VEEV TC-83 Vero	tuberculosis growth	H37Rv inhibition	others
Cc1cc(C)c2c(N)c(C(=O)NC3CCCC3)sc2n1	5%	5%	9.2%	12%	-6%
COCCn1nnnc1C(c1ccc(OC)cc1)N1CCC(C)CC1 (stereo unspecified)	-1%	-14%	2.1%	0%	-8%
O=C1NCC2=C1C(c1ccccc1)Nc1ccccc1N2 (stereo unspecified)	-7%	1%	1.2%	-13%	-3%
O=C(Nc1ncc(Cc2ccccc2Cl)s1)c1ccc([N+](=O)[O-])cc1	-5%	-7%	1.6%	.	11%
CCn1c(SCc2ccccc2)nnc1C1CCN(S(=O)(=O)c2ccc(OC)cc2)CC1	-1%	-7%	1.9%	46%	-6%
COc1ccc(N(CC(=O)N2CCN(Cc3ccc4c(c3)OCO4)CC2)S(C)(=O)=O)cc1OC	-13%	-15%	1.0%	7%	-3%
O=C(Nc1ccc(C(=O)O)cc1)/C(=C\c1ccc([N+](=O)[O-])cc1)NC(=O)c1ccc(Br)cc1	10%	1%	0.6%	26%	2%
N#CC12C(=O)NC(=O)C1(C#N)C21CCCC1 (stereo unspecified)	.	-5%	i	.	.
CC(C)Oc1ccc(C(CC(=O)N(C)CCC#N)c2ccc(F)cc2)cc1 (stereo unspecified)	3%	4%	0.8%	0%	-3%
CCCn1c(N)c(N(CCOC)C(=O)CSCC(=O)Nc2ccc(OC)cc2)c(=O)[nH]c1=O	-7%	1%	0.1%	-4%	11%
CCOC(=O)c1cnc2nc(C)[nH]n2c1=O	-3%	-6%	i	-12%	2%
CSCCC(N=Cc1c(O)n(-c2ccc(F)cc2)c(=O)[nH]c1=O)C(=O)OC(C)(C)C (stereo unspecified)	-3%	4%	0.3%	-18%	1%
O=C(O)C1=C(C(=O)N2CCN(C(=O)c3ccco3)CC2)CCCC1	-3%	5%	2.1%	5%	4%
CCN(CCCNC(=O)Cn1cc2c(n1)CCCC2)c1cccc(C)c1	10%	14%	2.8%	-8%	1%
CS(=O)(=O)N1CCC(C(=O)Nc2ccc(F)cc2)CC1	-1%	-11%	0.3%	-11%	0%
CCC(C)[C@H](NS(=O)(=O)c1ccc(C)cc1)C(=O)N1CCC(C(=O)N[C@@H](Cc2ccccc2)C(=O)O)CC1 (stereo partly specified)	-2%	-2%	0.3%	11%	16%
CCOC(=O)[C@@H]1[C@H]2COc3ccc(Br)cc3[C@H]2N2C(=O)N(c3ccc(Cl)cc3)C(=O)[C@]12C	.	-5%	i	45%	-1%
O=c1c2ccccc2n2c(-c3cccc(F)c3)nnc2n1Cc1ccccc1	-8%	-10%	1.5%	-5%	-5%
COc1ccc(NC(=O)c2ccco2)cc1NC(=O)c1cc2ccccc2o1	0%	17%	5.0%	22%	2%
CCOc1ccccc1C1NC(=O)NC(C)=C1C(=O)OC1CCCC1C (stereo unspecified)	-1%	-39%	i	21%	-9%
CCC(=O)c1ccc(N2CCN(C(=O)c3cccs3)CC2)c(F)c1	-4%	5%	2.3%	42%	9%
COC(=O)c1ccccc1NC(=O)Cn1c(=O)oc2ccc(Cl)cc21	5%	-1%	1.6%	9%	6%
CCOC(=O)[C@]12Cc3cc(OC)ccc3[C@H]1N(Cc1ccccc1)C(=O)c1ccccc12	.	5%	4.2%	.	.
O=C(NCC1CCCCC1)c1ccc(Cl)nc1	10%	2%	0.8%	74%	-2%
Cc1ccc(-n2ncc3c(=O)n(CC#N)cnc32)cc1C	-5%	-12%	0.7%	13%	30%
Cc1ccc(CNC(=O)Cn2nnc(C(=O)Nc3cc(C)ccc3C)c2N)cc1	0%	-8%	1.7%	-4%	-2%
CCC/C(=C1/c2ccccc2C(=O)N1c1ccccc1)c1cnc(OC)nc1	.	-4%	5.2%	.	4%
Cc1sc(NC(=O)CSc2nnc(COc3ccc(Cl)cc3)n2C)c(C#N)c1C	-9%	-1%	i	-12%	11%
CCOC(=O)c1nnn(-c2nonc2N)c1CN1CCCCCC1	7%	-8%	1.7%	2%	1%
CCCC(=O)Nc1cccc(-c2cn3cccnc3n2)c1	-2%	2%	3.2%	7%	3%
CCOc1cc(-c2cc(-c3ccc(C)o3)nc(N)c2C#N)ccc1O	-2%	-10%	2.2%	25%	1%
CNC(=S)Nc1cccc2[nH]ncc12	1%	0%	i	15%	-4%
N#CC1(NC(=O)Cn2ncc(Cl)c(Cl)c2=O)CCCCC1	3%	-2%	?	66%	?
COc1ccc(N2CC(C(=O)NC3CC(C)(C)NC(C)(C)C3)CC2=O)cc1 (stereo unspecified)	20%	-2%	i	2%	1%
Cc1oc2c(C)c(O)ccc2c(=O)c1-c1nncn1-c1ccccc1	5%	-22%	3.6%	9%	7%
COC(=O)c1sc(Nc2ccccc2)nc1C	-2%	-1%	1.4%	14%	9%
C[C@H](CO)N1C[C@H](C)[C@@H](CN(C)S(=O)(=O)c2ccccc2)Oc2ccc(NC(=O)Cc3ccccc3)cc2C1=O	.	-8%	11%	16%	5%
O=C(Nc1ccccc1[N+](=O)[O-])c1ccc(S(=O)(=O)N2CCCC2)cc1	1%	-2%	8.2%	-4%	9%
CC(=O)Nc1ccc(NC(=O)COC(=O)c2cc(S(=O)(=O)N(C)C)ccc2N2CCCC2)cc1	3%	14%	2.1%	6%	3%
Nc1ccc(N2CCCCC2)c2nonc12	-4%	13%	i	-10%	7%
OC(CNc1ccnc2cc(Cl)ccc12)CNC1CCCCC1 (stereo unspecified)	.	7%	?	.	.
CCN(c1ccccc1)S(=O)(=O)c1ccc(OC)c(NC(=O)COc2ccc(C(C)=O)cc2)c1	4%	-15%	1.2%	-6%	10%
C/C(=N\NC(=O)c1cc(-c2ccco2)nc2ccccc12)c1cccnc1	-8%	7%	0.8%	5%	2%
COC(=O)c1ccc(-n2cc(-c3ccc(OC)cc3)[nH]c2=S)cc1	-15%	-1%	1.5%	72%	?
NC(=O)N/N=C/c1ccccc1OCc1cccc2ccccc12	-6%	-5%	3.4%	19%	-1%
CCC(C)(C)C1CCC2(CC1)NC(=O)N(CC(=O)N(C)Cc1ccc3c(c1)OCCO3)C2=O (stereo unspecified)	.	-14%	3.2%	2%	2%
O=C(N/N=C/c1ccc(OC(F)F)cc1)c1cc[n+]([O-])cc1	4%	-19%	0.4%	59%	-7%

Part of the list above in order of molecular weight, rising:
SMILES	PhoP GFP inhibition	influenza NS1A	VEEV TC-83 Vero	tuberculosis growth	H37Rv inhibition	others
NC(=O)N/N=C/c1ccccc1OCc1cccc2ccccc12	-6%	-5%	3.4%	19%	-1%
CC(=O)Nc1ccc(NC(=O)COC(=O)c2cc(S(=O)(=O)N(C)C)ccc2N2CCCC2)cc1	3%	14%	2.1%	6%	3%
C[C@H](CO)N1C[C@H](C)[C@@H](CN(C)S(=O)(=O)c2ccccc2)Oc2ccc(NC(=O)Cc3ccccc3)cc2C1=O	.	-8%	11%	16%	5%

Back to the main list, repeating the three entries before the break.
SMILES	PhoP GFP inhibition	influenza NS1A	VEEV TC-83 Vero	tuberculosis growth	H37Rv inhibition	others
NC(=O)N/N=C/c1ccccc1OCc1cccc2ccccc12	-6%	-5%	3.4%	19%	-1%
CCC(C)(C)C1CCC2(CC1)NC(=O)N(CC(=O)N(C)Cc1ccc3c(c1)OCCO3)C2=O (stereo unspecified)	.	-14%	3.2%	2%	2%
O=C(N/N=C/c1ccc(OC(F)F)cc1)c1cc[n+]([O-])cc1	4%	-19%	0.4%	59%	-7%
O=C(Cn1ccc([N+](=O)[O-])n1)NCCc1c[nH]c2ccccc12	3%	-1%	i	6%	6%
CC(C)CN1C(=O)c2ccc(C(=O)NCc3ccccn3)cc2C1=O	-7%	-15%	i	44%	-2%
CCC(=O)Nc1ccc(C(=O)NNC(=O)c2cc(OC)c(OC)c(OC)c2)cc1	2%	5%	2.5%	0%	-3%
CC(=O)c1ccc(NC2CC(O)C(O)CO2)cc1 (stereo unspecified)	-4%	12%	0.6%	-8%	-6%
CCOC(=O)[C@H]1[C@H]2COc3ccc(Br)cc3[C@@H]2N2C(=O)CN(C)C(=O)[C@@]12C	.	-7%	i	.	.
O=c1[nH]c2ccccc2nc1/C=C/c1ccc(F)cc1	-8%	-19%	7.5%	-1%	14%
COc1ccc(CNC(=S)NCc2ccc(F)cc2)cc1OC	-8%	-9%	1.6%	2%	-19%
Cc1ccccc1OCC(=O)Nc1ccc([N+](=O)[O-])cc1	-1%	0%	i	19%	6%
Cc1ccc(C)c(OCc2ccc(C(=O)NN)o2)c1	23%	1%	i	1%	-14%
CCOCCCNC(=O)c1cn(CC)c2ccc(S(=O)(=O)N(C)C3CCCCC3)cc2c1=O	15%	3%	10%	18%	2%
